# rTrxR1 inhibitor – inhibitors of rat thioredoxin reductase 1; O89049; recombinant rTrxR1, NADPH fluorescence consumption, selenite substrate; Potency, µM (highest dose often 114 µM), for inactives: at the highest dose activity change, negative = inhibition, most hits filed as inhibitors; hit rate 1% among 390,000; further: potency means the concentration at half of the fitted maximal effect; on the % scale 0 is the no-effect control and ±100 the full control effect; nearly all actives have a fitted effect of over 65% in size
#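 Rat TrxR1 (90 nM in the dispensed reagent) was pre-reduced with 400 uM NADPH for 5 min at room temperature, then incubated with compound for 15 min. After 400 uM selenite was added, NADPH fluorescence (Ex 340/Em 450 nm) was followed for 8 min.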
# TRHR PAM – TRH receptor (human) allosteric enhancement | TRHR cells, fluo-8 calcium fluorescence, EC20 TRH enhancement | hit rate 0.66% among 360,000 | AID 493056 | enhancement, % at 2 µM; in the data active means enhancement above about 30%; further: 0% is about no effect
#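 TRHR-expressing cells loaded with fluo-8 calcium dye were read kinetically (ex 480/em 530) during compound addition, then stimulated with an EC20 of TRH (10 nM final). Enhancement of the Gq-mediated intracellular calcium response was scored.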
# TrxR1 substrate – is turned over as a substrate by rat TrxR1. O89049. hit rate 0.01% among 390,000. purified TrxR1 substrate turnover, NADPH consumption readout. Potency, µM (doses to about 114 µM), for inactives: top-dose activity change, negative = substrate turnover; further: potency means the concentration at half of the fitted maximal effect; on the % scale 0 is the no-effect control and ±100 the full control effect; nearly all actives have a fitted effect of over 50% in size
#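 Rat TrxR1, dispensed at 90 nM, was prereduced with 400 uM NADPH (final) for 5 min at ~22 deg C, then incubated with compound 15 min before 400 uM selenite. A first-read NADPH fluorescence drop versus no-compound background flagged substrates.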
# D2 antagonist – D2 dopamine receptor (human) antagonism | P14416 | HEK293 TREx D2 cells, calcium flux, dopamine EC80 | inhibition, % at 10 µM | hit rate 2% among 340,000; in the data active means inhibition above about 30%; further: 0% is about no effect
# Target sequence (P14416 whole entry, looked up): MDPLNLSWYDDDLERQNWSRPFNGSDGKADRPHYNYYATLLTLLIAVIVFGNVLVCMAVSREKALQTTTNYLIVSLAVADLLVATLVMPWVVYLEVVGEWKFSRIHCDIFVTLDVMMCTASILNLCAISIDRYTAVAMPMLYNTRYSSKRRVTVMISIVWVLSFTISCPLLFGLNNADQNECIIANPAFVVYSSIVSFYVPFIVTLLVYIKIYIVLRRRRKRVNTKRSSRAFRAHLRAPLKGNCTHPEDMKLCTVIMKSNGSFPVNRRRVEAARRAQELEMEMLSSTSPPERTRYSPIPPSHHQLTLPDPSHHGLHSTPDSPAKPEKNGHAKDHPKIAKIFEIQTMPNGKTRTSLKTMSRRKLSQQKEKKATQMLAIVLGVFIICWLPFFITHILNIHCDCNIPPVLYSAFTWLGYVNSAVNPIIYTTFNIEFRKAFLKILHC
#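 Calcium flux kinetic readout in an inducible HEK293 TREx D2 line plated overnight at 30 C. After 180 s compound exposure, an EC80 dopamine challenge follows with another 180 s kinetic read to detect antagonism.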
# D2 ag – D2 dopamine receptor (human) agonism. P14416. HEK293 T-REx D2 cells, calcium flux agonist mode. activation, % at 2 µM. hit rate 0.53% among 340,000;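 active means activation over 3 SD above normal in the single-dose calcium agonist read, cut at about 30% in these data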; further: 0% is about no effect
#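 HEK293 Trex D2 cells, tetracycline-induced, o/n 30 C 5% CO2; no-wash Ca dye, RT 30–90 min; 10-cycle baseline, 23 nl cpd added, kinetic Ca read 180 s; agonist hits = positive Ca response.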
# USP1 inh – blocks the human USP1/UAF1 deubiquitinase complex | Potency, µM (titrated, usually from 57.1 µM), for inactives: at the top dose activity change, negative = inhibition, most hits filed as inhibitors | recombinant USP1/UAF1, Ub-Rhodamine cleavage fluorescence | hit rate 0.23% among 390,000 | O94782; further: potency means the concentration at half of the fitted maximal effect; on the % scale 0 is the no-effect control and ±100 the full control effect; nearly all actives have a fitted effect of over 60% in size; inactives centre near -12
#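 In this screen, compounds sit with the deubiquitinase complex (1nM) for 15 min at room temperature before Ub-Rho is added at 150nM final. Fluorescence rise is then followed for 6 reads every 60 seconds.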
# TRHR agonist – TRH receptor (human) agonism. activation, % at 2 µM. TRHR cells, calcium flux fluo-8, FDSS agonist mode. P34981. hit rate 0.18% among 360,000. AID 493084; in the data active means activation above about 30%; further: 0% is about no effect
#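 Read-out: compound-evoked intracellular calcium rise in TRHR cells, fluo-8 dye, kinetic FDSS fluorescence at 1 s/cycle following a 10-cycle baseline. Cells cultured overnight before dye loading (30 min–1.5 h, RT).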
# PI4K2A inh – blocks human PI4K2A kinase activity; Q9BTU6; purified PI4K2A, ADP-Glo luminescence, 1 h; stronger effect = lower value; activity change, negative = inhibition, % at 76.9 µM; hit rate 0.13% among 420,000; in the data active means activity change below about -50%; inconclusive means mostly about -30% to -49%;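 further: -100% = wells without enzyme as full effect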
#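 PI4K2A activity was measured by ADP-Glo luminescence: enzyme (4 ug/mL stock) and phosphatidylinositol (1.2 mM stock) in Tris pH 7.5/MgCl2/EGTA/Triton X-100 buffer were reacted with ATP (300 microM stock) for one hour at ambient temperature.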
# mIDH1 inhibitor – inhibitors of human mutant IDH1 R132H. O75874. IDH1-R132H enzyme, NADPH consumption, diaphorase/resazurin fluorescence. Potency, µM (titrated, usually from 76.6 µM), inactives show top-dose activity change, negative = inhibition, hits mostly inhibitors. hit rate 0.093% among 390,000. AID 602179; further: potency means the concentration at half of the fitted maximal effect; on the % scale 0 is the no-effect control and ±100 the full control effect; nearly all actives have a fitted effect of over 65% in size
# Target sequence (O75874 whole entry R132H, stated change not applied): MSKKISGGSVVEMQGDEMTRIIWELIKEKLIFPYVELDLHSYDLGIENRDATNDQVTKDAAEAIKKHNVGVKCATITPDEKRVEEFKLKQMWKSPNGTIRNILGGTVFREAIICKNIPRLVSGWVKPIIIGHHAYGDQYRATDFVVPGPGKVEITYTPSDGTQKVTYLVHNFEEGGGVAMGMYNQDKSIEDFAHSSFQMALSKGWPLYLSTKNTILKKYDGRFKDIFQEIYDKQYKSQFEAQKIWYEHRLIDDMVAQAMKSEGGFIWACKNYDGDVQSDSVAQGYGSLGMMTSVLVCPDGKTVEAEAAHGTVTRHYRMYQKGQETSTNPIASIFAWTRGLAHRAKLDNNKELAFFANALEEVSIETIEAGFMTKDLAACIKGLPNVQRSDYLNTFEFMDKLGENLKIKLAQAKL
#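 IDH1-R132H (0.5 ug/mL dispensed) in pH 7.5 Tris buffer was preincubated 30 min with compound, then given a substrate mix of 0.016 mM NADPH and 2 mM alpha-KG for 80 min at room temperature; remaining NADPH was read by diaphorase/resazurin fluorescence.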
# * hit, by the source's call; ? = inconclusive; . = not tested or not shown; & = joins results of further samples; [ ] = another dose, or the depositor's remark. Unless noted, the call rests on the fitted dose curve; in most records, active means well fitted inhibition curve with a large enough effect; inconclusive means small, poorly fitted or top-dose-only effect; inactive means no such curve, though single readings can be large or run the other way. Rows were taken by chance. About 3.9% of those tested had a hit in this group.
Compound,TRHR agonist,USP1 inh,rTrxR1 inhibitor,D2 ag,TRHR PAM,TrxR1 substrate,PI4K2A inh,D2 antagonist,mIDH1 inhibitor
CCN1CCN(C(=S)NC(=O)c2cc(OC)c(OC)c(OC)c2)CC1,.,-4%,?,.,.,-10%,-3,.,-3%
C/C=C/c1ccc(O)c(OC)c1,-0.3,-5%,?,-0.1,-1,9%[57.1 µM],2&1,-24,4%
CCOc1ccccc1OCc1nn2c(COc3ccccc3)nnc2s1,0.4,-10%,-6%[2.29 µM],-0.5,8,9%[2.29 µM],-1,-9,-2%
COc1cc2c(C#Cc3cccnc3)c(-c3ccsc3)oc(=O)c2cc1OC,.,-12%,28%,.,.,12%[57.1 µM],0,.,-22%
COc1cc2c(cc1OC)CN(C(=O)C(CCSC)NS(=O)(=O)c1ccc(C)cc1)CC2 (centres undefined),-0.6,-12%,13%,0.4,4,5%,2,16,6%
CCC(=O)N1CCc2cc(S(=O)(=O)NCCc3ccc(S(N)(=O)=O)cc3)ccc21,0.1,-10%,22%[57.1 µM],0.0,4,5%[57.1 µM],-5,-2,-12%
CN(Cc1ccc(F)cc1)C(=O)c1cc(S(=O)(=O)N2CCCCC2)ccc1N1CCOCC1,0.2,-11%,-17%,.,5,-18%,0,.,1%
CCN(c1ccccc1)S(=O)(=O)c1ccc(OC)c(NC(=O)C2CC2)c1,-0.4,-4%,5%,.,0,-6%,4,.,2%
c1ccc2c(c1)CCN2CCN1CCc2ccccc21,-0.4,-11%,16%[57.1 µM],0.1,0,-10%,1,1,14%
Cc1ccc(C(=O)Nc2cc(C(F)(F)F)ccc2-n2cncn2)o1,-2.9,-23%,5%,-0.3,3,0%,-3,2,-2%
COc1ccccc1CCNC(=O)C(=O)Nc1cc2c3c(c1)CC(=O)N3CCC2,-0.3,-3%,-11%,-0.6,1,-15%,4,-6,1%
CCCCC(=O)N/N=C/c1ccc(-c2ccc([N+](=O)[O-])cc2)o1,5.3,-24%,32%[57.1 µM],0.8,-9,1%[57.1 µM],2,9,6%
COc1cccc(/C=C/c2nc(C#N)c(NCC(C)C)o2)c1,-0.2,0%,341%[activator],-0.1,0,503%[activator],0,-10,6%
CCc1c(C)nc2c(C)cccc2c1SCCC#N,-0.3,-13%,-8%,.,3,-11%,3,.,9%
Cc1ccc(-n2ncc3c(SCC(=O)Nc4cc(C)on4)ncnc32)c(C)c1,0.2,5%,-1%[57.1 µM],.,-4,3%[57.1 µM],-14,.,-12%
CCCC[C@@H]1CN=C(N)N1CCCC,.,?,4%,.,.,-4%,3,.,0%
CCn1c(CSc2nc3ccccc3s2)nnc1SCC(=O)c1ccc2c(c1)OCCO2,-0.2,-5%,-8%,-0.6,-1,-11%,3,-1,-2%
NC(=O)C1CCN(C(c2ccccc2Cl)c2nnnn2Cc2ccc3c(c2)OCO3)CC1 (centres undefined),-0.1,0%,6%[0.457 µM],0.0,2,4%[0.457 µM],0,-3,6%
CCc1noc(C)c1C(=O)N1CCN(S(=O)(=O)c2ccc(C)cc2C)CC1,-0.5,-1%,3%,-0.7,1,-5%,0,-15,-3%
CCCCOc1ccc(C(=O)N(CC)CC(=O)NCc2cccs2)cc1,-2.7,-2%,-1%,-0.3,-1,-4%,2,3,-2%
CC1=NN(C(=O)c2ccc(Cn3nc(C)c([N+](=O)[O-])c3C)cc2)C(O)(C(F)(F)F)C1 (centres undefined),0.1,1%,16%,-0.3,1,1%,1,-5,1%
O=C(O)COn1c(-c2ccccc2)nc2ccc(Cl)cc21,0.2,-22%,-25%,.,-4,-14%,3,.,-7%
Cc1cc(C(=O)OCC(=O)Nc2ccc(F)c(F)c2F)c(C)o1,0.3,-7%,21%[57.1 µM],-0.7,-2,6%[57.1 µM],3,3,2%
Cc1nnc(N/N=C/c2cccc(OCc3ccc(Cl)c(Cl)c3)c2)n1N,-0.1,?,-4%,-1.1,5,-18%,-26,-29,23%
COc1ccc([C@H]2CC(=O)C=C(c3ccc(NC(C)=O)cc3)C2)cc1OC,0.2,-21%,-19%,-0.7,6,-6%,-4,-2,6%
CCC(C)(C)NC(=O)CN(C(=O)c1ccc(N2CCCC2)nc1)c1ccc(F)cc1,0.0,-12%,5%,.,2,-3%,0,.,-4%
COCCCNC(=O)CCn1c(=O)c2ccccc2n(CC(=O)NCCc2ccc(OC)c(OC)c2)c1=O,-0.1,-3%,17%,0.0,-13,5%,-10,1,0%
CCN(CC)S(=O)(=O)N1CCC(C(=O)NC(C)CCc2ccccc2)CC1 (centres undefined),0.2,-14%,12%,-0.7,5,1%,1,-6,-1%
Cc1ccc(S(=O)(=O)NCC(=O)N2CCC(C)CC2)cc1,0.2,-1%,7%,0.8,7,-3%,2,-2,-2%
CCCCn1c(N)c(N(CCC(C)C)C(=O)C2CC(=O)N(c3ccccc3OCC)C2)c(=O)[nH]c1=O (centres undefined),0.5,-15%,4%,-0.9,8,1%,1,-16,5%
COc1ccc(OC)c(NC(=O)COC(=O)c2ccc(-n3cnnn3)cc2)c1,0.1,-6%,29%,-1.2,-2,7%,?,-2,17%
O=c1c2oc3ccccc3c2ncn1Cc1cccc(Cl)c1,0.3,-11%,25%,0.0,-1,-1%,-4,-1,-7%
O=c1cc(CN2CCN(S(=O)(=O)c3ccccc3)CC2)nc2ccc(Cl)cn12,-0.4,-14%,-7%,0.8,-2,-1%,3,-7,-5%
Cc1ccc(OCCn2c(CCCO)nc3ccccc32)cc1,-0.2,-18%,-5%[57.1 µM],0.0,12,-7%[57.1 µM],4,6,-6%
Cc1ccc(NC(=O)Cn2c(=O)c(C)nc3ccccc32)cc1,-0.4,2%,2%[57.1 µM],-0.4,2,3%[57.1 µM],3,2,-2%
CC(=O)N1CCc2cc(S(=O)(=O)NC(CC(C)C)C(=O)Nc3ccc4c(c3)OCCO4)ccc21 (centres undefined),-0.4,-3%,20%,-0.5,-1,4%,1,-22,0%

# Profiles, looked up by structure. Order of screens: TRHR agonist | USP1 inh | rTrxR1 inhibitor | D2 ag | TRHR PAM | TrxR1 substrate | PI4K2A inh | D2 antagonist | mIDH1 inhibitor
# `Cc1ccc(S(=O)(=O)NCC(=O)N2CCC(C)CC2)cc1` reads 0.2 | -1% | 7% | 0.8 | 7 | -3% | 2 | -2 | -2%
# `O=c1c2oc3ccccc3c2ncn1Cc1cccc(Cl)c1` reads 0.3 | -11% | 25% | 0.0 | -1 | -1% | -4 | -1 | -7%
# `O=c1cc(CN2CCN(S(=O)(=O)c3ccccc3)CC2)nc2ccc(Cl)cn12` reads -0.4 | -14% | -7% | 0.8 | -2 | -1% | 3 | -7 | -5%

# (more compounds)
Compound,TRHR agonist,USP1 inh,rTrxR1 inhibitor,D2 ag,TRHR PAM,TrxR1 substrate,PI4K2A inh,D2 antagonist,mIDH1 inhibitor
CCC(C)CNC(=O)c1cccc(OC2CCN(CC(C)(C)C)CC2)c1 (centres undefined),.,-22%,2%,.,.,-6%,1,.,3%
COC(=O)c1ccc(Oc2c(Cl)cccc2[N+](=O)[O-])cc1,0.1,-20%,0%,-1.4,-11,-3%,1,12,2%
C=CCOc1c(Br)cc(/C=N/NC(=O)Cc2ccc(C(F)(F)F)cc2[N+](=O)[O-])cc1OC,0.8,-5%,14%[57.1 µM],0.5,10,4%[57.1 µM],-2,-2,5%
CS(=O)(=O)N(CC(=O)N1CCC(C(N)=O)CC1)Cc1ccc(Cl)c(Cl)c1,0.2,-20%,20%,-0.6,-1,6%,-1,-3,-3%
Cc1ccc(OCCNC(=O)Cn2cnc3c(=O)n(C)c(=O)n(C)c32)cc1C,-0.3,-8%,-17%,0.0,3,-8%,-6,-5,1%
CC(C)CNC(=O)c1cccc(NC(=O)Cc2ccc(Br)cc2)c1,0.1,-17%,-8%,-0.5,-5,-3%,-4,11,3%
CCN(C[C@H]1N[C@@](C)(C(=O)OC)[C@H]2C(=O)N(Cc3ccccc3)C(=O)[C@@H]12)S(=O)(=O)c1ccccc1,.,-23%,1%,.,.,-6%,-6,.,-5%
CC1CCN(c2nc3ccccn3c(=O)c2C=O)CC1,-0.3,-17%,16%,0.2,0,-3%,15,1,-1%
CC(C)OCCCNC(=O)CN1C(=O)CC(C)(C)S(=O)(=O)c2ccccc21,0.6,-1%,5%[57.1 µM],.,8,8%,-6,.,13%
CCC(=O)N1CCc2cc(S(=O)(=O)CCC(=O)Nc3cccc(F)c3)ccc21,-0.2,-1%,?,-0.8,-2,-7%,2,9,3%
CCOc1nc(Nc2ccccc2F)nc(OCC)n1,-0.6,-3%,25%,0.5,-4,4%[2.29 µM],-3,-2,7%
CCN(CC)CCN(C(=O)c1ccc(S(=O)(=O)N2CCCC2)cc1)c1nc2cc(C)cc(C)c2s1,0.2,-14%,27%,0.4,2,-5%,4,3,1%
COc1ccccc1/C=C1\SC(=S)N(CCC(=O)NC2=NCCS2)C1=O,17,-20%,16%[57.1 µM],-0.4,-1,6%[57.1 µM],2,-9,16%
COc1ccc(Cl)cc1C(=O)Nc1ccc2nc3n(c(=O)c2c1)CCCC3,-1.3,-3%,4%[57.1 µM],0.9,1,9%[57.1 µM],4,-15,0%
Cc1nc2scc(C)n2c(=O)c1S(=O)(=O)Nc1ccc(N2CCN(C(=O)C(C)C)CC2)cc1,-0.5&-1.1,-23%&-21%,26%&-16%,0.0&-1.5,-5&14,0%&-14%,-3&-1,14,0%&15%
Cc1ccc(S(=O)(=O)c2cnc(SCC(=O)Nc3ccc4c(c3)OCCO4)[nH]c2=O)cc1,0.3,-29%,-27%,-0.6,4,-13%,-1,.,-1%
CC(CC(=O)N1CCN(S(=O)(=O)c2ccc([N+](=O)[O-])cc2)CC1)c1ccccc1 (centres undefined),0.1,-4%,17%,-0.1,-4,1%,1,-6,-10%

# Screening data as filed in PubChem BioAssay.
